TNAP activation fold: stimulation of alkaline phosphatase TNAP activity – biochemical, luminescent, no phosphate acceptor, uHTS, primary screen (AID 1001). purified TNAP, luminescent activation assay, no phosphate acceptor; higher activation fold means a stronger effect. activation fold at 20 µM; hits with a dose series show EC50 in µM. hit rate 0.03% among 200,000; in the data active = activation fold from about 3, or a potency from the dose series; inactive = the rest, 99 in 100 with activation fold below about 1.6; note: many of its hits are not listed in these tables
RSV antiviral HEp-2: RSV antiviral activity via CPE protection, HEp-2 cells, primary 10 µM value included (AID 2391) | one-dose CPE inhibition, % at 10 µM; IC50 in µM for titrated hits | hit rate 0.13% among 310,000 | HEp-2 cells, RSV-induced CPE inhibition; higher % means a stronger effect; in the data active = a potency from the dose series; inconclusive = CPE inhibition mostly from about 23% at the one dose, without a potency; inactive = the rest, 99 in 100 with CPE inhibition below about 21%; note: strong numbers were not always called active
human PMI inhibition: inhibitors of human PMI, primary screen, biochemical, fluorescence intensity, coupled assay (AID 1209); purified PMI enzyme, coupled fluorescence intensity; higher % means a stronger effect; inhibition, % at 20 µM, or IC50 in µM where a hit was titrated; hit rate 0.42% among 190,000;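 note: plate controls were DMSO vehicle for no effect and wells lacking substrate for full effect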
PhoP inhibition: PhoP-dependent GFP reporter repression – Salmonella Typhimurium, primary screen (AID 1863) | inhibition, % at 50 µM; hits with a dose series show IC50 in µM | hit rate 0.16% among 300,000 | S. Typhimurium PhoP-regulated promoter GFP reporter, 4 h; higher % means a stronger effect;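 active = inhibition over 29.93%, a cutoff 3 SD above the screen mean, later confirmed by dose response; inconclusive = inhibition over 29.93% but no dose response follow-up; inactive = inhibition at most 29.93% or unconfirmed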;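 note: 0% = low Mg2+ inducing control and 100% = high Mg2+ repressing control; strong numbers were not always called active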
Insulin prom up: MIN6 insulin promoter up-regulation; MIN6 insulin promoter-GFP reporter, high-content imaging; stronger effect = higher value; z-score at 5 µM; hit rate 0.3% among 190,000; AID 1625;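 active = z-score above 3 at 5 µM with at least 500 cells counted in the well; inconclusive = wells under 500 cells, flagged as cytotoxic or low count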
CSM14.1 death rescue: protection against thapsigargin-triggered cell killing – 384-well, CSM14.1, ATP luminescence, primary screen (AID 1222); CSM14.1 thapsigargin-induced death rescue, ATP luminescence; higher % means a stronger effect; cellular ATP content (survival), % at 20 µM; hits with a dose series show EC50 in µM; 190,000 tested, under 10 active;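 active = EC50 below 50 µM in the dose-response confirmation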;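 note: death triggered by thapsigargin at about 15 µM added after 2 h compound pretreatment; cell ATP read after overnight thapsigargin exposure of roughly 18 to 22 hours; normalized against plate controls of thapsigargin alone and 5% DMSO vehicle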
human PMI inhibitors: MPI inhibition at elevated mannose 6-phosphate – biochemical, fluorescence intensity, high mannose 6-phosphate, primary screen (AID 1220); recombinant PMI enzyme, coupled fluorescence intensity; higher % means a stronger effect; one-dose inhibition, % at 20 µM; IC50 in µM for titrated hits; hit rate 0.66% among 190,000
West Nile antiviral: inhibition of WNV-induced cytopathic effect – cell-based, CPE readout (AID 1621); West Nile virus-infected cells, CPE inhibition; higher % means a stronger effect; CPE inhibition, % at 10 µM, or IC50 in µM where a hit was titrated; hit rate 0.02% among 290,000; in the data active = a potency from the dose series; inconclusive = CPE inhibition mostly from about 3.7% at the one dose, without a potency; inactive = the rest, 99 in 100 with CPE inhibition below about 2.2%; note: strong numbers were not always called active
Large T inhibition: TAg ATPase/helicase activity blockers – biochemical (AID 1903); SV40 large T antigen ATPase/helicase inhibition assay; higher % means a stronger effect; inhibition, % at 20 µM; hits with a dose series show IC50 in µM; hit rate 0.39% among 310,000; in the data active = a potency from the dose series; inconclusive = inhibition mostly from about 32% at the one dose, without a potency; inactive = the rest, 99 in 100 with inhibition below about 32%; note: strong numbers were not always called active
Insulin prom up cell count: second read-out of Insulin prom up, no call of its own (marks repeat the call); cell count; measured here: cytotoxicity, nuclei count;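 total cells summed across four imaged fields per well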
* hit, by the source's call; ? = inconclusive; · = not tested or not shown. Cut-off read from the data, not from the text of the source, unless noted: active = inhibition above about 50%; inactive = the rest.

The line under a structure holds: TNAP activation fold	RSV antiviral HEp-2	human PMI inhibition	PhoP inhibition	Insulin prom up	Insulin prom up cell count	CSM14.1 death rescue	human PMI inhibitors	West Nile antiviral	Large T inhibition
Cc1[nH]n(-c2ccccc2)c(=O)c1/C=C1/C=c2ccccc2=N1
→ 1	·	-6%	6%	0.07	1078	-1.2%	-6%	0.0%	13%
Cc1ccc(C(=O)CC(C(=O)O)c2cn(CCC#N)c3ccccc23)cc1 (stereo not given)
→ 1.1	1.7%	-9%	4%	0.25	1093	-1.4%	-1%	-0.9%	2%
CCOC(=O)C1CCN(C(=O)C2c3ccccc3C(=O)N(C)C2c2ccc(OC)cc2)CC1 (stereo not given)
→ 1.1	1.1%	5%	5%	0.25	1353	·	5%	1.2%	1%
NC(=O)c1ccc(NC(=O)C2COc3ccccc3O2)cc1 (stereo not given)
→ ·	3.3%	·	-5%	·	·	·	·	-0.8%	11%
COc1ccc(-c2csc(C3=C(O)CN(Cc4ccc(S(N)(=O)=O)cc4)C3=N)n2)cc1OC
→ 1	0.8%	7%	-6%	-0.37	1379	-1.2%	7%	0.3%	20%
Cc1onc(-c2ccccc2Cl)c1C(=O)Nc1ccc(N2CCOCC2)cc1
→ 1	0.2%	-12%	20%	-0.42	1549	5.4%	-13%	-0.5%	17%
CC(CCc1ccccc1)N1CCN(C)CC1 (stereo not given)
→ ·	0.5%	·	-3%	·	·	·	·	1.6%	8%
CCC(C(=O)NC(C)(C)C)N(Cc1ccco1)C(=O)Cn1nnc(-c2ccc(F)cc2)n1 (stereo not given)
→ 1.1	-1.1%	1%	-11%	-0.15	1488	3.6%	2%	-1.7%	7%
O=C(NC1CCCC1)C(c1ccccc1)N(Cc1ccc2c(c1)OCO2)C(=O)Cc1cccs1 (stereo not given)
→ 1.1	0.4%	3%	-3%	-0.51	1314	-2.4%	-1%	0.5%	13%
Cc1cc(C)n2cc(CSc3nnnn3-c3ccc(Cl)cc3)nc2n1
→ 1	1.9%	7%	9%	0.2	1751	-1.5%	-16%	0.1%	7%
Cc1nn(CCCC(=O)Nc2cccnc2)c(C)c1[N+](=O)[O-]
→ 1.1	1.0%	9%	-10%	-0.17	1342	-1.1%	11%	-0.7%	3%
CCCCN1C(=O)N(C)C2NC(=O)NC21 (stereo not given)
→ 1.1	1.4%	1%	-2%	·	·	-0.5%	3%	0.0%	1%
CN(C)c1ccc(C(=S)N2CCN(C(=S)Nc3ccc(Cl)cc3)CC2)cc1
→ 1	0.2%	1%	-2%	1.1	1425	0.3%	-7%	-0.5%	3%
NC(=O)CC(NSc1ccccc1[N+](=O)[O-])C(=O)O (stereo not given)
→ 1.1	0.3%	-30%	0%	0.52	1329	-0.2%	-60%	-0.3%	12%
CCN(CC)c1ccc(NC(=O)c2cccc(OC)c2)c(C)c1
→ 1.1	-0.1%	5%	2%	-0.79	1285	-2.4%	0%	-0.8%	?
CC(=O)Nc1ccc(C(=O)N/N=C/c2ccccc2OCc2ccccc2)cc1
→ 1.1	3.5%	2%	10%	-0.4	1272	-1.1%	4%	-0.3%	5%
CCOC(=O)C1CCCN(C(=O)c2cc(=O)c3ccccc3o2)C1 (stereo not given)
→ 1.1	2.4%	10%	6%	0.22	1186	-1.8%	4%	-0.6%	4%
Cc1cc(C)c2oc(C(=O)N(Cc3cccs3)C3CCS(=O)(=O)C3)cc(=O)c2c1 (stereo not given)
→ ·	·	·	-5%	-0.62	1124	·	·	-0.2%	1%
COC(=O)c1ccccc1NC(=O)CN1C(=O)C2CCCN2c2ncc(Cl)cc21 (stereo not given)
→ 1.1	0.8%	-15%	-1%	·	·	-2.2%	-38%	-0.2%	9%
Cc1c2cccn2cc[n+]1C
→ 1.1	-0.2%	·	-23%	-0.17	1868	-2.0%	39%	-0.1%	16%
O=C(Nc1ccccc1C(=O)N1CCOCC1)c1ccc(CSc2ccccc2)cc1
→ 1.1	2.5%	2%	3%	-0.34	1546	0.0%	4%	0.6%	7%
CCOc1cc(/C=N/N=C(\N)c2nonc2N)cc(Br)c1OCc1cccc2ccccc12
→ 1	?	-10%	-14%	-0.49	890	3.0%	-9%	11%	6%
CCCCOc1ccc(CNC(=O)NS(=O)(=O)c2ccc(OCC(C)C)cc2)cc1
→ 0.9	-0.3%	1%	-4%	0.66	945	-0.5%	-6%	1.8%	9%
O=C(CN1C2CCCC1CC(NC(=O)c1ccccc1)C2)Nc1nccs1 (stereo not given)
→ 1.1	-0.1%	-6%	2%	·	·	-2.2%	-12%	-0.2%	4%
CCN1CCC(=NNC(=O)CC23CC4CC(CC(C4)C2)C3)CC1
→ 1	-0.8%	-10%	16%	0.88	1298	-1.6%	-9%	-0.1%	-1%
Oc1ccc(/C(Cc2ccc3ccccc3n2)=N\Nc2ccccc2)c(O)c1
→ 0.9	18%	-70%	-1%	-0.16	1265	-0.7%	-130%	0.7%	15%
COc1cc(SC)ccc1C(=O)OCC(=O)NC1CCCCC1
→ 1.1	3.8%	-6%	-1%	-0.04	1153	·	-8%	0.5%	6%
O=C(/C=C/c1ccccc1)OCCN=C1NS(=O)(=O)c2ccccc21
→ ·	42%	·	-1%	·	·	·	·	-0.8%	3%
Cc1nc(S(=O)(=O)N(C)Cc2ccccc2)c(C#N)c(C)c1Cl
→ 1.2	1.1%	-5%	-1%	-0.1	1628	4.1%	-5%	0.5%	-2%
O=C(NCCN1CCOCC1)c1ccc2c(c1)N(Cc1ccccc1)CCS2
→ 1.1	-2.0%	-10%	3%	-1.2	875	1.6%	-7%	-0.3%	16%
CC(SCc1ccccc1)C(=O)N/N=C/c1cc2c(cc1Br)OCO2 (stereo not given)
→ 1.1	22%	19%	-7%	-0.13	1346	-1.7%	15%	-0.6%	7%
Cc1ccc(CNC(=O)CSCC(=O)O)cc1
→ 1.2	1.0%	-3%	-11%	·	·	3.0%	-10%	0.1%	13%
Cc1cc2occ(CC(=O)Nc3nnc(C4CC4)s3)c2cc1C
→ 1.1	3.0%	-1%	3%	·	·	-1.1%	-8%	0.0%	5%
CCOC(=O)C1CCN(S(=O)(=O)c2ccc(Cl)s2)CC1
→ ·	2.1%	·	-3%	·	·	·	·	-0.3%	-12%
COc1cccc(OCCNc2cc(N3CCOCC3)ccc2[N+](=O)[O-])c1
→ 1	?	17%	14%	0.07	1259	1.8%	19%	2.4%	11%
Nc1nc(NCc2ccco2)nn1-c1ccccc1
→ 1.1	-0.1%	0%	-8%	0.01	1327	0.9%	2%	-0.1%	2%
CSc1ncccc1C(=O)OCC(=O)Nc1ccc2c(c1)OCO2
→ 1.1	3.2%	-12%	5%	0.41	1142	-3.5%	-3%	-0.6%	18%
COc1cccc(CNC(=O)CCNC(=O)N2CCn3c2nc2ccccc23)c1
→ ·	2.6%	·	-8%	·	·	·	·	-0.3%	12%
O=C(NCc1ccc(F)cc1)C1CCCN(c2cnccn2)C1 (stereo not given)
→ ·	-0.1%	·	-8%	·	·	·	·	0.5%	-4%
COCCCn1c(-c2ccc(Cl)cc2)n[nH]c1=S
→ 0.7	12%	0%	-3%	-0.2	832	-0.4%	-2%	-0.4%	6%
CCN(c1ccc(N=Cc2c(O)n(Cc3ccc(OC)cc3)c(=O)c3ccccc23)cc1)C(C)C
→ 1	·	-10%	-49%	0.78	1200	·	15%	-1.5%	-2%
CS(=O)(=O)N1CCN(C(=O)Cc2ccc(Br)cc2)CC1
→ ·	0.3%	·	-7%	·	·	·	·	-0.7%	9%
O=C(O)CCN(CCC(=O)O)c1ccccc1
→ 1.1	1.1%	11%	5%	0.25	1288	-4.1%	10%	0.8%	3%
CN(Cc1ccccc1)Cc1c(O)ccc2ccccc12
→ ·	1.3%	·	4%	·	·	·	·	0.1%	6%
COc1ccccc1CNC(=O)[C@@H]1CCCN1S(=O)(=O)c1ccc(Cl)cc1
→ ·	1.8%	·	2%	·	·	·	·	-1.1%	8%
Nc1c(S(=O)(=O)c2ccccc2)csc1C(=O)O
→ 1.1	-0.8%	2%	-2%	0.6	1189	1.1%	-1%	0.3%	20%
COc1ccc(CCN2C(=O)CSC2c2cccc([N+](=O)[O-])c2)cc1OC (stereo not given)
→ ·	7.0%	·	-1%	·	·	·	·	-1.6%	7%
CN1CCN(c2sc(S(C)(=O)=O)nc2S(=O)(=O)c2ccc(Cl)cc2)CC1
→ ·	0.0%	·	-3%	·	·	·	·	3.2%	14%
CC(C)(C)c1ncc(S(=O)(=O)c2ccc(C(F)(F)F)cn2)c(N)n1
→ ·	·	·	-2%	0.16	1399	·	·	-0.3%	3%
CCN(c1ccc(NC(=O)CN2C(=O)NC3(CCOc4ccccc43)C2=O)cc1)C(C)C (stereo not given)
→ 1.1	1.6%	24%	-5%	0.04	856	0.0%	18%	-0.6%	49%
CC1(C(=O)Nc2ccccc2)Cc2ccccc2C(=O)O1 (stereo not given)
→ 1.1	1.5%	-1%	13%	0.01	1465	-1.4%	-3%	-0.7%	3%
CCOc1cc(C)nc(N2CCCC(C(=O)NCc3ccccc3F)C2)n1 (stereo not given)
→ 1.1	-0.5%	0%	8%	0.28	1334	1.5%	-1%	-0.8%	2%
CCOCCCn1cc(C(=O)c2cc(Br)ccc2O)cc(C#N)c1=O
→ 1.4	1.8%	-10%	-5%	0.51	1232	1.1%	-8%	-0.9%	9%
Cc1ccc(C)c(NC(=O)CC2Oc3ccccc3NC2=O)c1 (stereo not given)
→ ·	1.2%	·	-7%	·	·	·	·	0.3%	9%
O=c1oc2c(-c3cccc(F)c3)cc(O)cc2s1
→ 1.1	0.2%	-5%	-2%	0.38	1342	-0.4%	0%	-0.7%	7%
Cc1ccn2cc(-c3cc4ccccc4oc3=O)nc2c1
→ 1	·	-14%	2%	0.03	1479	-2.2%	-3%	-0.6%	24%
CC(Oc1cccc(Cl)c1)C(=O)NC1CC(C)(C)NC(C)(C)C1 (stereo not given)
→ ·	0.6%	·	-2%	·	·	·	·	0.0%	9%
Cc1ccc(N2C(=O)c3cccc4c([N+](=O)[O-])ccc(c34)C2=O)c2cccnc12
→ ·	9.8%	·	-7%	0.95	697	·	·	0.8%	5%
O=C(NCCc1nc2ccccc2[nH]1)/C(=C/c1ccco1)NC(=O)c1ccc(Br)o1
→ 1	0.6%	14%	-5%	0.22	1542	-1.5%	18%	-0.7%	6%

Given as tab-separated lines: two of the compounds above.
SMILES	TNAP activation fold	RSV antiviral HEp-2	human PMI inhibition	PhoP inhibition	Insulin prom up	Insulin prom up cell count	CSM14.1 death rescue	human PMI inhibitors	West Nile antiviral	Large T inhibition
Cc1ccc(N2C(=O)c3cccc4c([N+](=O)[O-])ccc(c34)C2=O)c2cccnc12	·	9.8%	·	-7%	0.95	697	·	·	0.8%	5%
O=C(NCCc1nc2ccccc2[nH]1)/C(=C/c1ccco1)NC(=O)c1ccc(Br)o1	1	0.6%	14%	-5%	0.22	1542	-1.5%	18%	-0.7%	6%

Screening data deposited in PubChem BioAssay by several laboratories.
